Screening data as filed in PubChem.
Runt-SMMHC FRET – inhibitors of RUNX1 Runt–CBFb-SMMHC binding, primary screen, biochemical, FRET, Cerulean-Runt, Venus-CBFb-SMMHC, uHTS | Cerulean-Runt/Venus-CBFb-SMMHC FRET ratio 530/480, 1 h | 220,000 tested, 0.74% active | inhibition, % at 20 µM;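 active = mean inhibition across duplicate retests at 20 µM reaching about 50%, limit read from the data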;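 note: 0% = DMSO wells and 100% = wells with excess untagged CBFb-SMMHC; inhibitors lower the FRET ratio by blocking Runt binding to CBFb-SMMHC; some results filed as inactive read as strong as hits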
Hck Nef HTS – inhibitors of Nef-activated human Hck kinase, primary screen, biochemical, Z-Lyte FRET, 384-well, Hck-YEEI | inhibition, % at 20 µM | AID 463187, 2010 | Tyrosine-protein kinase HCK (Homo sapiens), P08631 | 220,000 tested, 0.68% active | Recombinant Hck-YEEI plus Nef, Z-Lyte FRET kinase assay;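 active = Hck-Nef kinase inhibition above about 50%, limit read from the data; inactive = inhibition below that limit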;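 note: 0% = DMSO with Hck plus Nef and 100% = Hck alone without Nef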
Target sequence (P08631 whole entry, looked up): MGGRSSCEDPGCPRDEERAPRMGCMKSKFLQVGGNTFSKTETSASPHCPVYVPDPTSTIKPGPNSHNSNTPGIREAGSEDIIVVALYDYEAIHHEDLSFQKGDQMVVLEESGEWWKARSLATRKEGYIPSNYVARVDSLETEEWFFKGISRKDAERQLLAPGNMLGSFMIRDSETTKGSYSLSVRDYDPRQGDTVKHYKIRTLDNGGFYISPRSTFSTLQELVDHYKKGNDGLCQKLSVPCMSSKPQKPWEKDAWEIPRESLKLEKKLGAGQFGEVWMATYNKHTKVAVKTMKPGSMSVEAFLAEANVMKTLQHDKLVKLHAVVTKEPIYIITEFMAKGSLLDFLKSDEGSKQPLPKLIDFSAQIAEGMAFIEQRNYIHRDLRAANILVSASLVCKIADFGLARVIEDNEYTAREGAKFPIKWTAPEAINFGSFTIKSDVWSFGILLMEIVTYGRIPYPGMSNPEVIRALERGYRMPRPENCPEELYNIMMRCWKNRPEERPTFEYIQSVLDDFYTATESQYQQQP
14-3-3 Bad inh – inhibitors of 14-3-3 zeta/Bad binding, primary screen, biochemical, TR-FRET, bovine 14-3-3 zeta | 220,000 tested, 0.71% active | inhibition, % at 21.7 µM | TR-FRET 14-3-3zeta/Dy647-pBad peptide displacement, 1 h | 14-3-3 protein zeta/delta (Bos taurus), P63103 | AID 781, 2007;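 active = inhibition above about 70%, limit read from the data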;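 note: 0% = full 14-3-3 plus peptide FRET controls and 100% = background without 14-3-3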
Target sequence (P63103 whole entry, looked up): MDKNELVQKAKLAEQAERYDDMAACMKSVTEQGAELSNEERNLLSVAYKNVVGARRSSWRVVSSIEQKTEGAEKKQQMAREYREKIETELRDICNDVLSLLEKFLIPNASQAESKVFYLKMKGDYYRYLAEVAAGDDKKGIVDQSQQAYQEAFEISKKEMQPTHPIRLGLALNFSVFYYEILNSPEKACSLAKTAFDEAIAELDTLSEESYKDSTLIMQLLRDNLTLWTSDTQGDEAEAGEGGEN
FXIa inh – human FXIa protease inhibitors, primary screen, biochemical, 1536-well; Coagulation factor XI (Homo sapiens), P03951; purified FXIa, Boc-Glu-Ala-Arg-AMC fluorogenic substrate; inhibition, % at 5 µM; 220,000 tested, 0.14% active; AID 798, 2007;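 active = inhibition of at least 40%; inactive = inhibition below 40%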;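 note: fluorescence of freed AMC excited at 355 nm; 0% = enzyme without compound and 100% = no enzyme blank; many of its hits are not listed in these tables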
Thrombin inh – human alpha-thrombin inhibitors, primary screen, counter-screen for coagulation protease inhibitor project, biochemical, 1536-well, fluorogenic AMC substrate; Prothrombin (Homo sapiens), P00734; Boc-VPR-AMC fluorogenic substrate cleavage; inhibition, % at 5 µM; 220,000 tested, 0.26% active; AID 1046, 2008;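 active = inhibition at or above 40%; inactive = inhibition below 40%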;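 note: 0% = enzyme with no compound and 100% = wells without enzyme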
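signal = AMC fluorescence, 355/460 nm | material = human alpha-thrombin enzyme | control set = enzyme without compound as high, wells lacking enzyme as low | times = reaction at room temperature | read-out basis = percent inhibition scaled between no-compound controls and no-enzyme blanks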
Wee1 stabilizer – Wee1 degradation inhibitors, primary screen, cell-based, HeLa, Wee1K328M-luciferase, luminescence; Wee1-like protein kinase (Homo sapiens), P30291; HeLa Luc-Wee1K328M stability; 100% = proteasome inhibitor MG132 effect; reporter increase, % at 5 µM; 220,000 tested, 1.2% active; AID 1321, 2008;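 active = activation above the mean of all tested compounds plus 3 SD, set per screening run, cut at about 8.8% in these data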;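 note: cells exposed to compound for 20 h before luminescence read; 0% = DMSO alone and 100% = MG132 at 30 µM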
hK5 inh – human KLK5 protease inhibitors, primary screen, biochemical, 1536-well. Kallikrein-5 (Homo sapiens), Q9Y337. recombinant hK5, fluorogenic AMC substrate cleavage. inhibition, % at 5 µM. 210,000 tested, 0.59% active. AID 873, 2007;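 active = inhibition of 40% or more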;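 note: 0% = enzyme controls without compound and 100% = no-enzyme blanks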
Target sequence (Q9Y337 67-293 limits assumed): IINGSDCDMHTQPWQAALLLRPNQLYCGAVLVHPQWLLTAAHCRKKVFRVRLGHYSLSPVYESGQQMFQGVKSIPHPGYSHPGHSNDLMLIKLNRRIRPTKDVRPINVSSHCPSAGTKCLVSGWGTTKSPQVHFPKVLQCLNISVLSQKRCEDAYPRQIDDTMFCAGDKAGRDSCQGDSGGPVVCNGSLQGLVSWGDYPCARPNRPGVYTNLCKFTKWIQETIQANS
Runt-CBFb FRET – inhibitors of RUNX1 Runt–CBFb binding, primary screen, biochemical, FRET, Cerulean-Runt, Venus-CBFb, uHTS; Runt-related transcription factor 1 (Homo sapiens) + Core-binding factor subunit beta …; inhibition, % at 20 µM; 220,000 tested, 0.46% active; Cerulean-Runt/Venus-CBFb FRET ratio 530/480, 1 h;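 active = inhibition over about 50% at 20 µM in the single-dose screen, limit read from the data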;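 note: 0% = DMSO wells and 100% = excess unlabeled CBFb competitor control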
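System: Cerulean-labeled Runt domain protein | Quantity: 100 nM of each labeled protein | Schedule: 1 h compound exposure, room temperature | Detection: Fluorescence energy transfer, 422 nm excitation, 530/480 nm emission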
FXIIa inh – human FXIIa protease inhibitors, primary screen, biochemical, 1536-well; Coagulation factor XII (Homo sapiens), P00748; purified FXIIa, Boc-QGR-AMC fluorogenic substrate, 2 h; inhibition, % at 5 µM; 220,000 tested, 0.3% active; in the data active = inhibition above about 40%;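 note: 0% = enzyme with no compound and 100% = blank without enzyme; many of its hits are not listed in these tables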
Starred values were filed as active, the others as inactive; x = no result given; [ ] = remark or other dose. An unsorted share of the library, and some 4.2% of all compounds hit somewhere here.

Preview (16 entries):
SMILES	Runt-SMMHC FRET	Hck Nef HTS	14-3-3 Bad inh	FXIa inh	Thrombin inh	Wee1 stabilizer	hK5 inh	Runt-CBFb FRET	FXIIa inh
O=C(Nc1ccccc1F)Nc1ccccc1F	-2	-8	-9	0	3	4	-8	-2	2
O=C(CN1C(=O)c2ccccc2S1(=O)=O)NCc1ccccc1Cl	-1	15	4	2	4	1	1	0	-1
CCOC(=O)C1C(=O)NC(C)C1c1ccccc1 (stereo not given)	0	3	-1	17	-1	0	0	x	28
COc1ccc(Cl)cc1-c1n[nH]c(=S)n1C1CCCCC1	15	-2	11	1	-1	1	-26	12	3
COc1ccccc1N1CCN(CCCCOc2cccc3ccccc23)CC1	-1	-27	29[fluorescence artefact?]	5	2	-1	-4	-2	14
CCOc1ccc(-c2csc(Cn3c(CN4CCN(C)CC4)nc4ccccc4c3=O)n2)cc1	1	0	15	-7	21	-2	-4	-3	-2
O=C1C=C(O)c2cccc(O)c2C1=O	-6	25	0	4	4	x	2	7	10
O=C(NCCCc1ccccc1)C1CCC(CNc2c(N3CCCCC3)c(=O)c2=O)CC1 (stereo not given)	-9	6	2	1	-2	-3	1	-2	6
FC(F)(F)c1cc(-c2cccs2)nc(-n2cc(Cl)cn2)n1	2	-2	7	3	-2	1	-6	-2	6
Cc1nc2ccc(NC(=S)N3CCC(C)CC3)cc2nc1C	-56	-12	1	7	-6	1	x	-15	15
CN(C)c1nc(-c2cccs2)cc(C(F)(F)F)c1C#N	92*	-1	3	-1	-4	-2	-4	53*	5
O=C(N/N=C/c1ccc([N+](=O)[O-])o1)c1cc2ccccc2o1	3	14	3	5	0	-3	6	2	10
Cc1cccc(NC(=O)NC2CC3CCC(C2)N3Cc2ccco2)c1 (stereo not given)	2	15	-5	-3	-2	-1	-2	1	3
CCCCCSc1nnc(-c2cc(Br)ccc2N)c(=O)[nH]1	0	-2	-20	16	15	-1	42*	0	27
COC(=O)CN(C(=S)Nc1ccccc1)C1CC(=O)N(c2ccc(OC)cc2)C1=O (stereo not given)	2	2	7	1	5	-2	7	-2	6
COc1ccc(Cl)cc1NC(=O)NCCCl	-4	1	-12	3	3	-2	-10	1	20

The list itself, previewed entries included:
SMILES	Runt-SMMHC FRET	Hck Nef HTS	14-3-3 Bad inh	FXIa inh	Thrombin inh	Wee1 stabilizer	hK5 inh	Runt-CBFb FRET	FXIIa inh
O=C(Nc1ccccc1F)Nc1ccccc1F	-2	-8	-9	0	3	4	-8	-2	2
O=C(CN1C(=O)c2ccccc2S1(=O)=O)NCc1ccccc1Cl	-1	15	4	2	4	1	1	0	-1
CCOC(=O)C1C(=O)NC(C)C1c1ccccc1 (stereo not given)	0	3	-1	17	-1	0	0	x	28
COc1ccc(Cl)cc1-c1n[nH]c(=S)n1C1CCCCC1	15	-2	11	1	-1	1	-26	12	3
COc1ccccc1N1CCN(CCCCOc2cccc3ccccc23)CC1	-1	-27	29[fluorescence artefact?]	5	2	-1	-4	-2	14
CCOc1ccc(-c2csc(Cn3c(CN4CCN(C)CC4)nc4ccccc4c3=O)n2)cc1	1	0	15	-7	21	-2	-4	-3	-2
O=C1C=C(O)c2cccc(O)c2C1=O	-6	25	0	4	4	x	2	7	10
O=C(NCCCc1ccccc1)C1CCC(CNc2c(N3CCCCC3)c(=O)c2=O)CC1 (stereo not given)	-9	6	2	1	-2	-3	1	-2	6
FC(F)(F)c1cc(-c2cccs2)nc(-n2cc(Cl)cn2)n1	2	-2	7	3	-2	1	-6	-2	6
Cc1nc2ccc(NC(=S)N3CCC(C)CC3)cc2nc1C	-56	-12	1	7	-6	1	x	-15	15
CN(C)c1nc(-c2cccs2)cc(C(F)(F)F)c1C#N	92*	-1	3	-1	-4	-2	-4	53*	5
O=C(N/N=C/c1ccc([N+](=O)[O-])o1)c1cc2ccccc2o1	3	14	3	5	0	-3	6	2	10
Cc1cccc(NC(=O)NC2CC3CCC(C2)N3Cc2ccco2)c1 (stereo not given)	2	15	-5	-3	-2	-1	-2	1	3
CCCCCSc1nnc(-c2cc(Br)ccc2N)c(=O)[nH]1	0	-2	-20	16	15	-1	42*	0	27
COC(=O)CN(C(=S)Nc1ccccc1)C1CC(=O)N(c2ccc(OC)cc2)C1=O (stereo not given)	2	2	7	1	5	-2	7	-2	6
COc1ccc(Cl)cc1NC(=O)NCCCl	-4	1	-12	3	3	-2	-10	1	20
COC(=O)c1c(NC(=O)c2ccc(Br)s2)sc2c1CCC2	-14	12	-7	27	10	4	2	-2	55*
OCC1CCCCN1C(=S)NCc1ccco1 (stereo not given)	3	9	-2	1	0	0	5	18	8
CCCCNC(=O)CN1C(=O)C(CC)Oc2ccc(Cl)cc21 (stereo not given)	-4	-1	5[fluorescence artefact?]	2	5	-1	-7	-3	17
CC(C)(C)OC(=O)NCCc1nnc(SCc2cccc(Cl)c2)o1	-4	11	5	-4	-7	-1	-4	2	0
COCCNC(=O)CN1CCC(NC(=O)c2ccco2)CC1	-2	20	-15	2	3	4	3	3	9
CC1CCN(c2oc(-c3ccccc3F)nc2C#N)CC1	-2	31	14	5	2	-2	-11	-1	9
O=C(CSc1nc2ccsc2c(=O)n1CC1CCC(C(=O)O)CC1)c1ccc(Cl)cc1 (stereo not given)	-13	37	-3	-1	-10	2	-2	4	4
Cc1ccc(C(=O)c2cc3ccccc3o2)cc1[N+](=O)[O-]	0	-4	-1	-3	2	5	-7	-2	9
Cc1cc2nc(-c3ccncc3)cc(C(F)(F)F)n2n1	0	17	1	-7	-12	-2	-2	2	2
Cn1c(NC(=O)CC(C)(C)C)cc(=O)n(C)c1=O	-1	-7	4[fluorescence artefact?]	5	-2	1	4	1	18
COc1cccc(-c2nn(-c3ccccc3)cc2CN(C)C(C)c2ccncn2)c1 (stereo not given)	-7	17	-1	-5	-17	2	-2	0	2
Cc1cccc(C(=O)c2c(N)sc3c2CCCC3)c1	8	0	-16	4	-3	-3	-6	7	11
Cn1c2c(c(=O)n(C)c1=O)[C@@]1(C(=O)Nc3ccccc31)C(C#N)=C(N)O2	2	1	-4[fluorescence artefact?]	4	2	0	-9	-6	6
CSc1cnn(Cc2ccccc2)c(=O)c1SCc1ccccc1	60	4	-4	3	-9	1	-14	11	10
CC1CN(S(=O)(=O)c2ccc(NC(=O)c3cc(-c4ccccc4O)n[nH]3)cc2)CC(C)O1 (stereo not given)	-2	0	0	2	2	-4	-3	3	25
Clc1ccccc1CNc1ncnc2nc[nH]c12	0	4	6	5	1	0	-8	2	10
CCc1ccc(-n2c(C)cc(/C=N/NC(=O)OC)c2C)cc1	4	1	-6	0	-2	4	-22	0	10
O=C(CSc1ncnc2sc(-c3ccccc3)cc12)NC1CCS(=O)(=O)C1 (stereo not given)	-1	23	8	-10	-7	-2	-4	-2	5
COc1cc(NC(=O)c2ccccc2[N+](=O)[O-])ccc1NC(=O)C(C)C	2	0	13	-1	-7	0	0	0	4
COc1cccc(NC(=O)N2CCCC2C(=O)NC(C)C)c1 (stereo not given)	3	0	-2	4	1	-2	-5	2	18
N#Cc1nc(-c2ccccc2Cl)oc1N1CCCCC1	3	3	-1	-14	-6	-1	-9	-3	-3
CCCC1(CCC)NC(=O)N(CC(=O)Nc2cccc(OC)c2)C1=O	-4	0	12	1	1	-3	4	-3	14
Fc1ccc(-c2n[nH]c(=S)c3ccccc23)cc1	2	27	-2	-4	14	-4	1	16	7
CCOC(=O)c1cc(NC(=O)c2c(C)noc2C)cc(C(=O)OCC)c1	-1	-1	-3	0	1	-3	-22	-6	6
CN(C)/C=C(\c1cnc(Cl)s1)S(=O)(=O)c1ccccc1	1	9	-3	-5	1	2	-11	3	2
O=C(Cc1ccccc1Cl)N1CCN(c2ccccn2)CC1	2	1	3	-5	4	2	-17	1	-5
Cc1ccc(C(C(=O)NC2CCCC2)N(Cc2ccc(F)cc2)C(=O)c2csnn2)o1 (stereo not given)	-5	1	43[fluorescence artefact?]	-6	-4	1	1	-3	1
CCSC1=C(C#N)C(c2ccc(C)s2)CC(=O)N1 (stereo not given)	2	1	x	x	x	0	x	0	x
Cn1cccc1CC(=O)NNC(=S)Nc1ccc(Cl)cc1	7	3	-12	0	-5	5	-88	2	10
COc1cccc(-c2noc(-c3ccc4c(c3)OCO4)n2)c1	-3	27	-5	0	-2	4	-4	-4	2
S=C(NCc1ccco1)N1CCN(c2nc(-c3ccc(Cl)cc3)cs2)CC1	1	22	-10	-2	6	3	-2	4	8
COC(=O)C1=C(C)N(Cc2ccco2)C(=O)C1	-6	2	0	3	7	0	18	3	10
Cc1noc2ncnc(Sc3ccc(Cl)cc3)c12	-4	-1	-4	11	3	1	-2	4	11
O=C(CSc1ncccn1)NN=C1CCCCCCC1	-9	0	-10	0	-1	-1	-10	-1	6
CCCCCCCn1c(=O)c(C(=O)OC)c(N)c2ccccc21	-5	21	1	4	-2	-1	4	-3	11
CCCCN1C(=O)C(O)=C(C(C)=O)C1c1ccc(OC)cc1OC (stereo not given)	-1	-1	-4	-8	-2	0	-11	-3	2
O=C(Cn1nnc2ccccc21)N/N=C\C=C\c1ccccc1	5	0	-12	3	2	0	0	-2	15
CCOC(=O)c1cnc2c(C)cccc2c1NCc1ccco1	8	1	-2	2	3	2	2	1	16
COc1cccc(-n2c(SCC(N)=O)nc3ccccc3c2=O)c1	1	19	-8	1	-12	2	1	-1	7
CC(CCc1ccccc1)N1CCN(Cc2ccccc2)CC1 (stereo not given)	1	2	6	0	1	2	3	-2	6
